# Screens (PubChem BioAssay)
# Pol iota inh: inhibitors of human DNA polymerase iota | Q9UNA4 | Pol iota fluorescent replication assay, 10 min | Potency, µM (highest dose often 115 µM), without a hit: at the highest dose activity, negative = inhibition, most hits filed as inhibitors | 1% of 390,000 active
#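 Fluorescent replication assay read twice, at 0 min and 10 min after adding 50 nM (final) substrate. Enzyme (10 nM) and compounds were first incubated 15 min at room temperature; enzyme-free buffer wells were negative controls.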
# GLS inhibitor: blocks human kidney-isoform glutaminase activity. O94925. GLS enzymatic activity, qHTS titration. Potency, µM (highest dose often 45.5 µM), without a hit: at the top dose activity change, negative = inhibition, usual class: inhibitors. 0.21% of 410,000 active. AID 624170; further: on the % scale 0 is the no-effect control and ±100 the full control effect
#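 Coupled fluorescence readout: glutamate oxidase/HRP/Amplex Red detect glutamate formed by hKGA from L-glutamine (1 mM solution added). Buffer 45 mM KH2PO4 pH 8.2, 0.02% Tween-20; reads at t0 and 30 min RT.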
# BLM helicase inh: Bloom syndrome helicase (human) inhibition; P54132; recombinant BLM DNA unwinding, fluorescence dequenching; Potency, µM (doses to about 56.1 µM), for inactives: at the top dose activity change, negative = inhibition, hits mostly inhibitors; 0.2% of 350,000 active; AID 2528;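 further: plate controls were vehicle for no effect and no enzyme for full effect; nearly all actives have a fitted effect of over 35% in size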
# G9a block: G9a (human) methyltransferase inhibition; 8.8% of 350,000 active; Potency, µM (series often up to 102 µM), for the others: at the top dose activity, negative = inhibition, most hits filed as inhibitors; Q96KQ7; G9a H3K9 monomethylation, AlphaScreen, 2 h; AID 504332; further: on the % scale 0 is the no-effect control and ±100 the full control effect; nearly all actives have a fitted effect of over 75% in size
# Target sequence (Q96KQ7 913-1193 limits assumed): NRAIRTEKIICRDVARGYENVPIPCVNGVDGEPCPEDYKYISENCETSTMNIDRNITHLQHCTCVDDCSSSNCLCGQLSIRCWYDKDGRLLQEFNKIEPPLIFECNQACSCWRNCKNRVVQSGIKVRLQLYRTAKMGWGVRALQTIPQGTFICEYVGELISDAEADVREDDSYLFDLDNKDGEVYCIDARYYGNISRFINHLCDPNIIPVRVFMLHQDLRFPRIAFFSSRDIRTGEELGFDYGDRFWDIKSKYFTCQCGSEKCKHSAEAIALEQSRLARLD
#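 Enzyme 20 nM + cpd, 15 min RT; add b-H3K9 pep 500 nM / SAM 20 uM; 2 h RT; anti-H3K9me1 Ab 0.5 ug/mL + SA donor / anti-rabbit acceptor beads 20 ug/mL each, 10 min; AlphaScreen read.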
# Pin1 inhibitor: human Pin1 inhibition; Q13526; Pin1 FP peptide displacement, HiFluor488, 10 min; 0.009% of 390,000 active; Potency, µM (series often up to 115 µM), without a hit: at the highest dose activity, negative = inhibition, actives largely listed as inhibitors; active means well fitted inhibition curve with a large enough effect in the polarisation, with a control signal flat, not every such curve was filed as active; inconclusive means small, poorly fitted or top-dose-only effect, or effect the other way, or a change in a side signal; inactive means no such curve, though single readings can be large or run the other way; the % refers to the polarisation; further: on the % scale 0 is the no-effect control and ±100 the full control effect
# Target sequence (Q13526 whole entry, looked up): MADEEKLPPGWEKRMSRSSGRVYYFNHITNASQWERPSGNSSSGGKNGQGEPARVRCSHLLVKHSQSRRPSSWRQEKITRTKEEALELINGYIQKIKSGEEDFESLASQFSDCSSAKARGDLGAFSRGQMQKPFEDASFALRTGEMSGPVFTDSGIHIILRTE
# BAZ2B block: inhibitors of human BAZ2B bromodomain | Q9UIF8 | AlphaScreen BAZ2B-H3K14Ac peptide displacement | Potency, µM (highest dose often 114 µM), inactives show at the highest dose activity change, negative = inhibition, usual class: inhibitors | 4.4% of 360,000 active | AID 504333; further: on the % scale 0 is the no-effect control and ±100 the full control effect; nearly all actives have a fitted effect of over 60% in size
#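 Compounds, titrated to a top concentration of 110 uM, were incubated 30 min at room temperature with preformed BAZ2B/acetyl-K14 H3 peptide complex (50 nM each). Proximity signal was measured by AlphaScreen after 20 min with beads.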
# JMJD2A Tudor: inhibitors of human JMJD2A Tudor domain. O75164. AlphaScreen JMJD2A-Tudor / H3K4me3 peptide binding. Potency, µM (highest dose often 114 µM), inactives show at the highest dose activity change, negative = inhibition, usual class: inhibitors. 4.4% of 390,000 active; further: on the % scale 0 is the no-effect control and ±100 the full control effect; nearly all actives have a fitted effect of over 50% in size
# Tb PGK inh: T. brucei PGK inhibition. P07378. PGK/GAPDH coupled, Kinase-Glo luminescence, 60 min. Potency, µM (doses to about 57.5 µM), inactives show top-dose activity change, negative = inhibition, most hits filed as inhibitors. 0.043% of 380,000 active. AID 602233; further: on the % scale 0 is the no-effect control and ±100 the full control effect; nearly all actives have a fitted effect of over 60% in size
#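 Recombinant glycosomal PGK reaction used 1,3-bisphosphoglycerate generated in-well by GAPDH (100nM final) in 100mM TEA pH 7.6, 5mM MgCl2, 0.01% Tween-20. After 60 minutes at room temperature, ATP was read by Kinase-Glo Plus luminescence end-point.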
# HP1b binding inh: blocks HP1-beta chromodomain binding to methylated histone tails; P83916; AlphaScreen HP1-beta / biotin-H3K9me3 peptide binding; AID 540317; 0.56% of 390,000 active; Potency, µM (series often up to 114 µM), for the others: at the highest dose activity change, negative = inhibition, usual class: inhibitors; further: nearly all actives have a fitted effect of over 70% in size; inactives centre near 23
# Target sequence (P83916 whole entry, looked up): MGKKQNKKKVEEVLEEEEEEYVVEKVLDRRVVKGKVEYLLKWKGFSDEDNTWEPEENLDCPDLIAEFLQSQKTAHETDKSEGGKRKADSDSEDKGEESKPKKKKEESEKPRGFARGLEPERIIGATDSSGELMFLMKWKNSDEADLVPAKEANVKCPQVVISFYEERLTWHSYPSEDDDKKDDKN
#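 Compound inhibition of the preformed complex between 50 nM HP1-beta and 50 nM biotinylated H3K9me3 peptide was read by AlphaScreen. Buffer was PBS pH 7.4 with 0.01% Tween-20. Incubations ran 30 min at room temperature, with 10 ug/mL donor/acceptor beads.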
# An asterisk follows results filed as active; i = inactive; u = inconclusive; x = not tested or not shown; [ ] = another dose, or the depositor's remark. Unless noted, the call rests on the fitted dose curve; in most records, active means well fitted curve in the direction sought with a large enough effect; inconclusive means small, poorly fitted or top-dose-only effect, or another doubt; inactive means no such curve, though single readings can be large; an effect the other way counts as inactive or inconclusive. Potency means the concentration at half of the fitted maximal effect.
SMILES,Pol iota inh,GLS inhibitor,BLM helicase inh,G9a block,Pin1 inhibitor,BAZ2B block,JMJD2A Tudor,Tb PGK inh,HP1b binding inh
CC(=O)Nc1ccc(NC(=O)C2CCCN2C(=O)Nc2cccc(F)c2)cc1 (configuration not stated),12%,0%,-8%,13%,7%,-2%,-3%,6%,26%
CCOC(=O)CSc1nc(Nc2ccc3c(c2)OCO3)c2ccccc2n1,13%,4%,-15%,-27%,7%,-26%,-27%,6%,20%
CCCCOc1ccc(C(=O)Nc2ccc3c(c2)CCCN3S(=O)(=O)c2ccc(C)cc2)cc1,18%,2%,-6%,-5%[59 µM],-1%,-14%,-9%,9%,16%
CN(C)c1ccc(S(=O)(=O)N2CCCCC2)cc1NC(=O)C1=NN(c2ccccc2)C(=O)CC1,-17%,-7%,-5%,0%,-2%,-11%,-24%,-5%,50%[activator]
O=C(N=c1ccn(-c2nc3ccccc3nc2NS(=O)(=O)c2ccccc2)cc1)c1cccs1,1%,5%,-7%,16%[59 µM],u,-1%,-11%,0%,31%
O=C(CSc1nc2c([nH]c3ccccc32)c(=O)n1-c1ccc(Cl)cc1)N1CCCC1,5%,5%,-10%,12%[59 µM],-3%,1%,3%,3%,29%[57 µM]
CCCN(CC1CC1)S(=O)(=O)c1ccc(S(N)(=O)=O)cc1,2%,4%,1%,-4%[59 µM],8%,9%,0%,1%,39%[activator]
Clc1cccc(-c2ccc(/C=N/n3cnnc3)o2)c1,34%[activator],3%,-8%,5%[12.7 µM],-11%,-9%,-22%,-1%,-1%
CC(C)=C1C2CCC1C1C(=O)N(NC(=O)COc3ccc(C(C)(C)C)cc3)C(=O)C21 (configuration not stated),17%,u,-11%,-45%,9%,8%,-13%,-3%,34%
COc1ccc(N(C(=O)c2ccco2)C(C(=O)NC2CCCC2)c2ccco2)cc1OC (configuration not stated),17%,-1%,-13%,39%,-8%,20%,-14%,-2%,18%
CC(C)CCn1c(Br)nc2c1c(=O)n(CC(N)=O)c(=O)n2C,u,-1%,1%,-1%,5%,3%,4%[57.1 µM],i,60%[activator]
Cc1nc2n(n1)C(c1ccccc1)C1=C(CC(c3ccco3)CC1=O)N2 (configuration not stated),-2%,32%,3%,45µM*,-3%,18%,-19%,i,13%
O=C(/C=C/c1ccco1)N1CCN(c2ccc(F)cc2)CC1,-27%,15%,3%,u,-2%,-28%,-22%,-7%,-6%
NS(=O)(=O)c1ccc(CCNC(=O)c2cc(-c3cccs3)nc3ccccc23)cc1,68%[activator],0%,1%,-1%,5%,-5%,-1%,11%,32%
COc1cccc(-c2nc(CS(=O)(=O)CC(=O)N3CCN(c4cc(C)ccc4C)CC3)c(C)o2)c1,11%,0%,-9%,u,u,u,u,-6%,16%
COc1ccccc1NS(=O)(=O)c1ccc(O)c(NC(=S)NCC2CCCO2)c1 (configuration not stated),6%,u,-4%,x,u,-9%,-14%,-4%,u
COc1ccc(NC(=O)C(CCSC)N2C(=O)c3ccccc3C2=O)cc1 (configuration not stated),-1%,11%,-4%,u,1%,17%,-14%,14%,-12%
COC1=CC(=O)C(C2CC(=O)c3c(O)cc(O)cc3O2)=CC1=O (configuration not stated),u,30%,x,x,u,x,79µM*,-4%,u
CCOC(=O)c1cccc(NC(=O)CCS(=O)(=O)c2ccc3c(c2)CC(=O)N3C)c1,8%,-6%,-5%,-1%[59 µM],4%,-2%,-26%,-5%,47%[activator]
O=C1OC(c2ccccc2)=C/C1=C/N1CCOCC1,12%,9%,1%,8.9µM*,-6%,-31%,-31%,x,-7%
COc1ccc(CCCc2nnc(SCC(=O)Nc3nc(C)cs3)n2C)cc1C,9%,-1%,-2%,-10%,1%,-7%,-18%[57.1 µM],-10%,30%[activator]
Cc1cc(C)nc(NC=C2C(=O)OC(C)(C)OC2=O)n1,13%,1%,-3%,u,2%,0%,-7%,-3%,57%[activator]
COc1ccc(NC(=S)Nc2ccc(N)c([N+](=O)[O-])c2)cc1,23%,62%[activator],-15%,u,5%,u,-28%,-4%,u
COc1ccc(C(=O)NC2CC(C)(C)NC(C)(C)C2)cc1OC,85%[activator],-9%,-9%,x,2%,-4%,2%,-7%,18%
COc1cc2c(cc1OC)C(COc1ccc(F)cc1)N(C(=O)c1ccccc1F)CC2 (configuration not stated),3%,11%,-9%,-1%[59 µM],2%,u,-29%,2%,2%
Cc1ccc([N+](=O)[O-])cc1S(=O)(=O)N1CCN(C)CC1,45%[activator],6%,1%,x,-1%,-21%,-10%,-2%,2%
COc1ccccc1NS(=O)(=O)c1cc(C(=O)NCC(c2ccco2)N(C)C)ccc1C (configuration not stated),21%,15%,x,9%[0.501 µM],u,6%,-27%,i,-5%
O=C(CCCOc1ccc(Br)cc1)NCCc1ccc(OC(F)F)cc1,25%,1%,-4%,5%,0%,29%,15%,5%,32%
CC(C)c1nn2c(=O)cc(COC(=O)c3ccc(NC(=O)c4cccs4)cc3)nc2s1,-7%,2%,-1%,2%[12.7 µM],-3%,-1%,3%,-1%,38%
CN1CCN(C(=S)c2ccc(-c3cccc([N+](=O)[O-])c3)o2)CC1,48%,6%,-3%,40µM*,-1%,u,50µM*,-6%,-29%
COc1ccc(C(CNC(=O)COc2c(C)cc(C)cc2C)N2CCOCC2)cc1 (configuration not stated),-3%,1%,x,28%[12.7 µM],-2%,-24%,-18%,-10%,30%
c1ccc(-c2nc(N3CCCCC3)nc3ccccc23)cc1,6%,6%,-1%,360%[activator][59 µM],-3%,415%[activator],x,-8%,x
O=C(NNC(=O)c1ccccc1[N+](=O)[O-])c1cccs1,30%[activator],15%,0%,-28%,13%,-7%,-3%,0%,39%
Nc1ccc2c(c1)C(=O)N(CCCCCC(=O)O)C2,u,10%,1%,21%[59 µM],-7%,-4%,-12%,i,30%
Cc1ccc(C(C)C)c(OCC(=O)NNC(=O)Cn2[nH]c(=O)c3ccccc3c2=O)c1,11%,-1%,x,18%[59 µM],15%,4%,-18%,-4%,27%
O=C(CC12CC3CC(CC(Br)(C3)C1)C2)Nc1cccc(S(=O)(=O)NC2=NCCC2)c1,-17%,12%,-2%,-7%[59 µM],-5%,-8%,-18%,-5%,27%
COc1ccccc1NC(=O)C1=C(C)Nc2nc(CCCO)nn2C1c1cccc(O)c1 (configuration not stated),10%,0%,-1%,33%[59 µM],-6%,5%,-12%,6%,59%[activator]
COCCn1c(-c2ccc(OC)cc2)cnc1N,8%,1%,-1%,u,-5%,u,u,-5%,-6%
COc1ccc(-n2c(Cc3cccn3C)nnc2SCC(=O)NC2CCCC2)cc1,-25%,4%,1%,u,-7%,-38%,u,-6%,15%
CCN1C(=O)[C@H]2[C@H]3CN=C(SCc4ccc(C)cc4)N3[C@@](Cc3ccccc3)(C(=O)OC)[C@H]2C1=O,u,13%,x,x,-1%,x,-34%,-5%,13%
CC1(C)NC(=O)NC2(C)NC(=O)NC(C)(C)C12 (configuration not stated),8%,9%,-1%,-4%,6%,-5%,-7%,2%,13%
CCCCCCCCC(=O)N/N=C(\C)c1cccnc1,u,10%,-4%,10µM*,u,-30%,89µM*,3%,63%[activator]
CC1CN(c2ccc(Oc3ccccc3)cc2)c2nc3c(c(=O)[nH]c(=O)n3C)n2C1 (configuration not stated),-10%,18%,-8%,18%[59 µM],-6%,x,-14%[11.4 µM],-1%,-14%

# Part of the list above, with values ahead of the structure.
Pol iota inh | GLS inhibitor | BLM helicase inh | G9a block | Pin1 inhibitor | BAZ2B block | JMJD2A Tudor | Tb PGK inh | HP1b binding inh | SMILES
-7% | 2% | -1% | 2%[12.7 µM] | -3% | -1% | 3% | -1% | 38% | CC(C)c1nn2c(=O)cc(COC(=O)c3ccc(NC(=O)c4cccs4)cc3)nc2s1
48% | 6% | -3% | 40µM* | -1% | u | 50µM* | -6% | -29% | CN1CCN(C(=S)c2ccc(-c3cccc([N+](=O)[O-])c3)o2)CC1
-3% | 1% | x | 28%[12.7 µM] | -2% | -24% | -18% | -10% | 30% | COc1ccc(C(CNC(=O)COc2c(C)cc(C)cc2C)N2CCOCC2)cc1 (configuration not stated)
6% | 6% | -1% | 360%[activator][59 µM] | -3% | 415%[activator] | x | -8% | x | c1ccc(-c2nc(N3CCCCC3)nc3ccccc23)cc1
30%[activator] | 15% | 0% | -28% | 13% | -7% | -3% | 0% | 39% | O=C(NNC(=O)c1ccccc1[N+](=O)[O-])c1cccs1
u | 10% | 1% | 21%[59 µM] | -7% | -4% | -12% | i | 30% | Nc1ccc2c(c1)C(=O)N(CCCCCC(=O)O)C2
11% | -1% | x | 18%[59 µM] | 15% | 4% | -18% | -4% | 27% | Cc1ccc(C(C)C)c(OCC(=O)NNC(=O)Cn2[nH]c(=O)c3ccccc3c2=O)c1
-17% | 12% | -2% | -7%[59 µM] | -5% | -8% | -18% | -5% | 27% | O=C(CC12CC3CC(CC(Br)(C3)C1)C2)Nc1cccc(S(=O)(=O)NC2=NCCC2)c1
10% | 0% | -1% | 33%[59 µM] | -6% | 5% | -12% | 6% | 59%[activator] | COc1ccccc1NC(=O)C1=C(C)Nc2nc(CCCO)nn2C1c1cccc(O)c1 (configuration not stated)
8% | 1% | -1% | u | -5% | u | u | -5% | -6% | COCCn1c(-c2ccc(OC)cc2)cnc1N
-25% | 4% | 1% | u | -7% | -38% | u | -6% | 15% | COc1ccc(-n2c(Cc3cccn3C)nnc2SCC(=O)NC2CCCC2)cc1
u | 13% | x | x | -1% | x | -34% | -5% | 13% | CCN1C(=O)[C@H]2[C@H]3CN=C(SCc4ccc(C)cc4)N3[C@@](Cc3ccccc3)(C(=O)OC)[C@H]2C1=O

# Not all compounds are listed; the hit share may differ from the screen's.
